# High-throughput results (PubChem)
# Scp1 inh: Scp-1 (human) phosphatase inhibition | Q9GZU7 | Recombinant Scp1, phosphopeptide, malachite green phosphate absorbance | inhibition, % at 20 µM | actives 0.88% (n = 340,000) | AID 493091;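 active means inhibition above about 50% at 20 µM, limit read from the data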;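 further: plate controls were DMSO wells with enzyme for no effect and wells lacking enzyme for full effect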
# Target sequence (Q9GZU7 76-261 limits assumed): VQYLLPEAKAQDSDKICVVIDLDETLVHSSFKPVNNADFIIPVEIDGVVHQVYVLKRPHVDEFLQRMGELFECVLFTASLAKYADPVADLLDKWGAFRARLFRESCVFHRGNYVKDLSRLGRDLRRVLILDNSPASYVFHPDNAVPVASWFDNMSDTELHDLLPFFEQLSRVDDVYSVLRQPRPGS
#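 Test system: SCP-1 phosphatase catalytic domain, residues 76-261; measured by: colorimetric phosphate reagent with accelerator and stabiliser, absorbance at 630 nm; timing: enzyme reaction 45 min at room temperature, colour 5 min, stabilisation 30 min; also added: Phosphorylated 17-residue peptide substrate; compound dosing: one concentration, 20 µM, with 1.0% DMSO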
# STEP block: blocks human striatal-enriched tyrosine phosphatase; P54829; recombinant STEP, OMFP fluorogenic substrate, fluorescence; inhibition, % at 20 µM; actives 0.25% (n = 360,000); AID 588621;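 active means inhibition at 20 µM, scaled per plate between control wells, above about 37%, limit read from the data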;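 further: 0% = DMSO with enzyme and substrate and 100% = substrate only without enzyme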
#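 Assay system: isolated STEP enzyme. Buffer or medium: pH 6.0 Bis-Tris with DTT and Tween 20. Also added: fluorogenic phosphatase substrate OMFP at 25 µM final. Dosing: 20 µM, 1% DMSO. Timing: 20 min reaction, room temperature, in the dark. Measured by: fluorescence intensity, excitation 480 nm, emission 540 nm. Evaluation: normalized % inhibition.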
# NRP1-CendR mod: alters CendR peptide binding to human NRP-1; inhibition, % at 25 µM; actives 0.85% (n = 360,000); FAM-RPARPAR peptide binding to NRP-1, fluorescence polarization; O14786;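 active means inhibition or corrected inhibition above about 18%, plus a signal ratio from 0.5 to 1.5, limit read from the data, passing the limit was not always enough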; further: strong numbers were not always called active
# MsrA act: activators of bovine methionine sulfoxide reductase A; purified bovine MsrA, absorbance read-out; AID 602163; activation, % at 10.6 µM; actives 0.3% (n = 360,000); in the data active means activation above about 7.5%;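 further: 0% = vehicle and 100% = reference activator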
# SUMO1 PPI mod: modulators of human SUMO1-mediated protein-protein interactions. P63165. inhibition, % at 20 µM. SUMO1 binding to a labelled peptide, TR-FRET, 1 h. actives 0.33% (n = 360,000). AID 602429; in the data active means inhibition above about 37%
# Target sequence (P63165 whole entry, looked up): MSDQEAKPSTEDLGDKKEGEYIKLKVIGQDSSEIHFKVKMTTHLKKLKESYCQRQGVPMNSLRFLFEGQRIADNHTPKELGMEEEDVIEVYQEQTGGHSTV
# DNMT1 block: blocks human DNA methyltransferase DNMT1. P26358. DNMT1 molecular beacon, Hinp1I cleavage, fluorescence. inhibition (reported as % activation of signal), % at 10 µM. actives 0.83% (n = 360,000). AID 588458; in the data active means inhibition above about 50%
# MsrA inhibitor: inhibits bovine methionine sulfoxide reductase A; purified bovine MsrA, absorbance read-out; inhibition, % at 15.5 µM; actives 0.75% (n = 360,000); AID 651718; in the data active means inhibition above about 4.5%;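 further: 0% = vehicle wells with enzyme and 100% = reference inhibitor wells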
# LMPTP block: LMPTP (human) inhibition; actives 0.22% (n = 360,000); inhibition, % at 20 µM; P24666; AID 651560; recombinant LMPTP-A, OMFP fluorogenic substrate, fluorescence intensity;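 active means compounds that cut the enzyme signal by at least half of the control window in the single-dose screen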;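 further: plate controls were DMSO wells with enzyme plus substrate for no effect and substrate without enzyme for full effect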
#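 material = LMPTP-A | quantity = 0.625 nM enzyme | reagent = OMFP substrate, 400 µM final | buffer or medium = Bis-Tris pH 6.0, DTT, detergent | detection = endpoint fluorescence intensity from OMFP dephosphorylation | dosing = single 20 µM dose | read-out basis = % inhibition relative to no-enzyme and uninhibited control wells | control set = no-enzyme and uninhibited controls | timing = 50 min at room temperature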
# eLon inh: inhibits E. coli Lon protease | purified E. coli Lon protease, fluorescence polarization | actives 0.42% (n = 360,000) | AID 602123 | inhibition, % at 7.94 µM | P0A9M0; in the data active means inhibition above about 13%, passing the limit was not always enough;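 further: 0% = enzyme with probe and DMSO and 100% = no enzyme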
# Target sequence (P0A9M0 whole entry, looked up): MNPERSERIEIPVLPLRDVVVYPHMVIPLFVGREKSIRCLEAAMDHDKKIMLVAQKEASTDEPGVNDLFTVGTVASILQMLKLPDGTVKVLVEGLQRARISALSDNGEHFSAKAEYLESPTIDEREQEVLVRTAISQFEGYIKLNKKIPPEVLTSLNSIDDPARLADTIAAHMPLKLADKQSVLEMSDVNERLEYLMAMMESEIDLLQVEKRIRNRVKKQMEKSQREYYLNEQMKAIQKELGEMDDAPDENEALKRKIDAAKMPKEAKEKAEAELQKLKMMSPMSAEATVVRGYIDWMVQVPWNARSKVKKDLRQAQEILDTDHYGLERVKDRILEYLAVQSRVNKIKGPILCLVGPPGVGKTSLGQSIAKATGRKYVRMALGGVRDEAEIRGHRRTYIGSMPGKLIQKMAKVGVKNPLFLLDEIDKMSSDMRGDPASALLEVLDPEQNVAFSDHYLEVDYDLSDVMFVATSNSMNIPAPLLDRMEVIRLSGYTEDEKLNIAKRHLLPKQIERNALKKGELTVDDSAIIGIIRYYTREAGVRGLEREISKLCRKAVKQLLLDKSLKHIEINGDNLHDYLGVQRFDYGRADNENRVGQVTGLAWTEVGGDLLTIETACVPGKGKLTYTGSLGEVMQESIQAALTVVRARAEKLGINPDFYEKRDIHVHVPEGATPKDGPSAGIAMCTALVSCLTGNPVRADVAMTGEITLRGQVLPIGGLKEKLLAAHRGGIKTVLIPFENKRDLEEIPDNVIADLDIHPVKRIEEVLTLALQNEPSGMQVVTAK
# TbMetRS inhib: blocks T. brucei methionyl-tRNA synthetase activity | purified T. brucei MetRS, ATP depletion, Kinase-Glo luminescence | inhibition, % at 11.9 µM | actives 0.4% (n = 360,000) | AID 624268;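 active means inhibition above a per-plate cutoff of the control wells' mean inhibition plus 3 SD, cut at about 5.5% in these data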;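 further: 0% = DMSO wells median and 100% = median of wells with control inhibitor compound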
#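 Test system – parasite MetRS enzyme · Reagent – substrates ATP, L-methionine and bulk Escherichia coli tRNA · Doses – 11.9 µM compound single dose, 0.9% DMSO · Times – 15 min enzyme-compound preincubation, 2 h reaction, 10 min detection, 25 °C · Signal – Kinase-Glo luminescence, ATP depletion format · Controls – DMSO-only wells as low control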
# An asterisk follows results filed as active; . = not tested or not shown. Outcome played no part in choosing rows; about 4.3% have a hit in one of these screens.
# Every second line gives: Scp1 inh | STEP block | NRP1-CendR mod | MsrA act | SUMO1 PPI mod | DNMT1 block | MsrA inhibitor | LMPTP block | eLon inh | TbMetRS inhib
COc1ccc(C(=O)NC2CC(C)(C)Cc3c2cnn3-c2ccccc2)c(OC)c1 (centres undefined)
    -5 | 5 | 14 | -2 | 2 | -4 | -1.5 | -0.3 | -7 | -0.1
CC(C)CN(C(=O)C1CSC2(C)CCC(=O)N12)c1c(N)n(Cc2ccccc2)c(=O)[nH]c1=O (centres undefined)
    -5 | -4 | -1 | -1 | 1 | 1 | -0.2 | 0.0 | -4 | -0.1
COc1ccc(CN(C)C(=S)Nc2ccc(OC(F)F)cc2)cc1
    7 | -2 | 7 | -4 | -3 | 2 | 0.5 | 1.7 | 6 | 0.3
CC1(C)CC(NC(=O)COc2ccc(Cl)cc2Cl)CC(C)(C)N1
    -5 | -3 | 4 | -4 | -2 | 0 | 0.0 | 0.8 | -1 | 0.4
CC1(C)C2CCC1(CS(=O)(=O)Nc1ccc(S(=O)(=O)N3CCCCC3)cc1)C(=O)C2 (centres undefined)
    -5 | 2 | 1 | -1 | -1 | 7 | 0.0 | 0.8 | 5 | 0.4
CCCS(=O)(=O)N1CCCC(C(=O)NC2CCCC(C)C2C)C1 (centres undefined)
    3 | -5 | 0 | 0 | 1 | 3 | 0.7 | 0.7 | 6 | -0.2
Cc1nnc(SCC(=O)Nc2sc3c(c2C(N)=O)CCC(C)C3)[nH]c1=O (centres undefined)
    -3 | -1 | -7 | -1 | 9 | 1 | 0.0 | 0.4 | -5 | -0.4
CC(NC(=O)/C(C#N)=C/c1cccs1)c1ccccc1 (centres undefined)
    -4 | 0 | -2 | -4 | -25 | -4 | 2.5 | -0.9 | -3 | 0.4
O=C(COC(=O)c1cc(S(=O)(=O)N2CCOCC2)c(Cl)cc1Cl)NC1CC1
    2 | -2 | -6 | -8 | 3 | 4 | -0.8 | -0.2 | 14 | -0.2
C/C(=N\NC(=O)c1nnn(-c2nonc2N)c1-c1cccs1)c1cccc(O)c1
    -11 | -6 | -2 | -7 | -13 | -1 | 0.7 | -0.6 | 12 | -0.7
O=C(Nc1ccc(N2CCOCC2)cc1)c1cc2c(s1)CCCCC2
    3 | 1 | -9 | -3 | 5 | -2 | 0.5 | 0.4 | -2 | -1.1
COc1cc(C(=O)OCCCc2cc3ccccc3c(=O)o2)cc(OC)c1OC
    -5 | 3 | -2 | -5 | 4 | 4 | 0.4 | -0.3 | -6 | -0.1
O=C(N/N=C/C(Cl)=C/c1ccc([N+](=O)[O-])cc1)C(=O)Nc1ccc(C(=O)O)cc1
    85* | 34 | -24 | -5 | 3 | 46 | 1.6 | 22 | -3 | -0.1
Cc1ccc(Cl)cc1NC(=O)CCn1cccc1
    -5 | -2 | 11 | 0 | 4 | -6 | -0.1 | -0.6 | 1 | -0.6
O=[N+]([O-])/C(C(=C(Cl)Cl)N1CCN(Cc2ccccc2)CC1)=C1\NCCN1Cc1ccc(Cl)nc1
    -7 | 0 | -4 | -1 | -1 | -4 | 1.4 | -0.5 | -5 | -0.4
CC(C)C(NC(=O)c1ccc(C(C)(C)C)cc1)C(=O)Nc1cccc(S(N)(=O)=O)c1 (centres undefined)
    -9 | -4 | 4 | -3 | -5 | -1 | -0.1 | -0.2 | -7 | 0.2
CN(C)CCN(Cc1cc2cc3c(cc2[nH]c1=O)OCO3)C(=S)NCc1ccco1
    -5 | 0 | -10 | -4 | -3 | -5 | 0.4 | 0.9 | 0 | 1.6
CN(C)CCCOC(=O)COc1ccc(C(C)(C)C)cc1
    8 | -1 | 4 | -4 | -4 | 0 | 0.2 | -11 | 2 | -0.2
O=C(Nc1ccc(Oc2nnc(-c3ccccc3)c3ccccc23)cc1)c1ccccc1
    8 | 1 | -14 | 1 | 2 | 12 | 0.8 | 3.7 | 2 | -0.3
CC(O)/C=C/C1OC(=O)CC1Nc1ccc(C=O)cc1 (centres undefined)
    4 | -2 | 6 | -5 | -2 | -1 | 3.4 | -1.2 | -6 | -0.7
C=C(NC(=O)C(=C)NC(=O)c1csc(C2=NC3c4csc(n4)C4NC(=O)c5csc(n5)C(C(C)(O)C(C)O)NC(=O)C5CSC(=N5)/C(=C/C)NC(=O)C(C(C)O)NC(=O)c5csc(n5)C3(CC2)NC(=O)C(C)NC(=O)C(=C)NC(=O)C(=C)NC(=O)C(C(C)C)NC2C=Cc3c(C(C)O)cc(nc3C2O)C(=O)OC4C)n1)C(N)=O (centres undefined)
    12 | 1 | -46 | -2 | 6 | -54 | 0.3 | -0.4 | -26 | -0.5
CC(C)N(C(=O)CSc1nc2ccccc2c(=O)[nH]1)C(C)C
    -4 | -3 | -12 | -3 | 2 | 2 | 1.3 | -2.1 | -2 | 0.3
CC1(C)Nc2cccc3cccc(c23)N1
    7 | 2 | 3 | -4 | -3 | -25 | -0.2 | 0.8 | 1 | -0.2
O=C(OCc1ccccc1)/C(=C/c1cccc(Br)c1)NC(=O)c1ccco1
    -10 | -5 | -7 | -4 | -6 | -2 | 0.3 | 0.5 | 2 | -0.4
N#Cc1ccc(C(=O)NC(=S)N2CCOCC2)cc1
    6 | -4 | 2 | -1 | 0 | 3 | -1.4 | -0.7 | -5 | -0.3
O=C(Cn1cnc2scc(-c3ccc(Cl)cc3)c2c1=O)N1CCOCC1
    4 | 0 | 6 | -1 | 8 | 3 | 0.7 | -0.5 | 1 | -0.1
O=c1[nH]c(=S)[nH]c2c1[C@H](C1CC1)O[C@H](CCc1ccccc1)C2
    . | . | -14 | -1 | -2 | . | 0.9 | 0.5 | -3 | -1.3
CCOC1=C2CN(S(=O)(=O)c3ccc(C)cc3)[C@@H](c3cccc4ccccc34)C[C@H]2[C@H]2C(=O)N(c3ccccc3)C(=O)[C@H]2C1
    . | 2 | -5 | -3 | 1 | -5 | -1.5 | -0.3 | -5 | -0.5
O=C(NC(=S)NCCOCc1ccc(Cl)cc1)c1cccnc1
    -8 | 3 | -2 | -4 | 1 | 1 | 1.4 | -0.7 | -7 | 0.0
FC(F)(F)c1nnc(-c2ccccc2)nc1N1CCCC1
    3 | -1 | 1 | -7 | 0 | -1 | 0.8 | -0.8 | 1 | -1.1

# In another format: entries from further up.
mol | Scp1 inh | STEP block | NRP1-CendR mod | MsrA act | SUMO1 PPI mod | DNMT1 block | MsrA inhibitor | LMPTP block | eLon inh | TbMetRS inhib
CN(C)CCCOC(=O)COc1ccc(C(C)(C)C)cc1 | 8 | -1 | 4 | -4 | -4 | 0 | 0.2 | -11 | 2 | -0.2
O=C(Nc1ccc(Oc2nnc(-c3ccccc3)c3ccccc23)cc1)c1ccccc1 | 8 | 1 | -14 | 1 | 2 | 12 | 0.8 | 3.7 | 2 | -0.3
CC(O)/C=C/C1OC(=O)CC1Nc1ccc(C=O)cc1 (centres undefined) | 4 | -2 | 6 | -5 | -2 | -1 | 3.4 | -1.2 | -6 | -0.7
C=C(NC(=O)C(=C)NC(=O)c1csc(C2=NC3c4csc(n4)C4NC(=O)c5csc(n5)C(C(C)(O)C(C)O)NC(=O)C5CSC(=N5)/C(=C/C)NC(=O)C(C(C)O)NC(=O)c5csc(n5)C3(CC2)NC(=O)C(C)NC(=O)C(=C)NC(=O)C(=C)NC(=O)C(C(C)C)NC2C=Cc3c(C(C)O)cc(nc3C2O)C(=O)OC4C)n1)C(N)=O (centres undefined) | 12 | 1 | -46 | -2 | 6 | -54 | 0.3 | -0.4 | -26 | -0.5
CC(C)N(C(=O)CSc1nc2ccccc2c(=O)[nH]1)C(C)C | -4 | -3 | -12 | -3 | 2 | 2 | 1.3 | -2.1 | -2 | 0.3
CC1(C)Nc2cccc3cccc(c23)N1 | 7 | 2 | 3 | -4 | -3 | -25 | -0.2 | 0.8 | 1 | -0.2
O=C(OCc1ccccc1)/C(=C/c1cccc(Br)c1)NC(=O)c1ccco1 | -10 | -5 | -7 | -4 | -6 | -2 | 0.3 | 0.5 | 2 | -0.4
N#Cc1ccc(C(=O)NC(=S)N2CCOCC2)cc1 | 6 | -4 | 2 | -1 | 0 | 3 | -1.4 | -0.7 | -5 | -0.3
O=C(Cn1cnc2scc(-c3ccc(Cl)cc3)c2c1=O)N1CCOCC1 | 4 | 0 | 6 | -1 | 8 | 3 | 0.7 | -0.5 | 1 | -0.1
O=c1[nH]c(=S)[nH]c2c1[C@H](C1CC1)O[C@H](CCc1ccccc1)C2 | . | . | -14 | -1 | -2 | . | 0.9 | 0.5 | -3 | -1.3
CCOC1=C2CN(S(=O)(=O)c3ccc(C)cc3)[C@@H](c3cccc4ccccc34)C[C@H]2[C@H]2C(=O)N(c3ccccc3)C(=O)[C@H]2C1 | . | 2 | -5 | -3 | 1 | -5 | -1.5 | -0.3 | -5 | -0.5
O=C(NC(=S)NCCOCc1ccc(Cl)cc1)c1cccnc1 | -8 | 3 | -2 | -4 | 1 | 1 | 1.4 | -0.7 | -7 | 0.0
FC(F)(F)c1nnc(-c2ccccc2)nc1N1CCCC1 | 3 | -1 | 1 | -7 | 0 | -1 | 0.8 | -0.8 | 1 | -1.1

# Continued.
# Every second line gives: Scp1 inh | STEP block | NRP1-CendR mod | MsrA act | SUMO1 PPI mod | DNMT1 block | MsrA inhibitor | LMPTP block | eLon inh | TbMetRS inhib
COc1ccc(CCNC(=O)Nc2cccc([N+](=O)[O-])c2)cc1OC
    -10 | -2 | 1 | -4 | -17 | 0 | -1.2 | 0.2 | 2 | 0.0
CC(C)(C)OC(=O)N1CCC(C(=O)N2CCC[C@H]2C(=O)O)CC1
    -11 | -1 | 1 | -3 | 2 | -1 | 0.5 | -1.8 | -6 | 0.0
Cc1cccc(NC(=O)CSc2nnc(-c3ccccc3Br)o2)c1C
    -5 | -2 | -1 | -1 | 1 | -3 | 0.5 | 0.9 | -2 | -0.8
CCCCC1(C)OC(=O)C(=Cc2ccc(-c3ccc(Cl)c(C(=O)O)c3)o2)C(=O)O1 (centres undefined)
    60* | 11 | -104 | -2 | 17 | 37 | 2.1 | 0.0 | -22 | 0.2
CC1(C)CC(=O)C(C(=O)C2CCN(S(=O)(=O)c3ccccc3)CC2)C(=O)C1
    -1 | 1 | -2 | -10 | 0 | 3 | -1.3 | -0.9 | 1 | -1.0
